AMA1-RON2 inh = qHTS for Inhibitors of AMA1-RON; Towards Development of Antimalarial Drug Lead: Primary Screen. hit rate 0.2% among 360,000. AID 720542, 2013. Potency, µM (series often up to 58.2 µM), without a hit: at the highest dose activity change, negative = inhibition, actives largely listed as inhibitors. AlphaScreen AMA1-biotinylated RON2 peptide binding. Plasmodium falciparum AMA1 (3D7) - RON2 peptide interaction;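 note: potency is the fitted concentration of half-maximal effect; 0% = vehicle wells and -100% = peptide control; nearly all actives have a fitted effect of over 45% in size; some results filed as inactive show a strong effect at the top dose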
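AMA1 (3D7) with his tag at 25 nM final met compounds first, then biotinylated RON2 peptide at 25 nM; detection used donor plus acceptor beads, 10 µg/mL apiece, read by AlphaScreen after 30 min at room temperature.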
Shiga toxin inh = A qHTS for Small Molecule Inhibitors of Shiga Toxin. Vero cells, Shiga toxin protein synthesis inhibition reporter. inhibition, % at 38.7 µM. hit rate 9.2% among 290,000. AID 2315, 2010; in the data active = inhibition mostly above about 28%, no sharp cut-off; inactive = mostly below about 43%; note: 0% is about no effect
LmPK inhibitor = qHTS Assay for Inhibitors of Leishmania Mexicana Pyruvate Kinase (LmPK) | purified LmPK, Kinase-Glo ATP luminescence, 1 h | hit rate 0.37% among 290,000 | Potency, µM (titrated, usually from 57.5 µM), for inactives: at the top dose activity change, negative = inhibition, most hits filed as inhibitors; note: potency is the fitted concentration of half-maximal effect; % is set by controls: 0 for no effect and ±100 for the full control effect
Target sequence (Q27686 whole entry, looked up): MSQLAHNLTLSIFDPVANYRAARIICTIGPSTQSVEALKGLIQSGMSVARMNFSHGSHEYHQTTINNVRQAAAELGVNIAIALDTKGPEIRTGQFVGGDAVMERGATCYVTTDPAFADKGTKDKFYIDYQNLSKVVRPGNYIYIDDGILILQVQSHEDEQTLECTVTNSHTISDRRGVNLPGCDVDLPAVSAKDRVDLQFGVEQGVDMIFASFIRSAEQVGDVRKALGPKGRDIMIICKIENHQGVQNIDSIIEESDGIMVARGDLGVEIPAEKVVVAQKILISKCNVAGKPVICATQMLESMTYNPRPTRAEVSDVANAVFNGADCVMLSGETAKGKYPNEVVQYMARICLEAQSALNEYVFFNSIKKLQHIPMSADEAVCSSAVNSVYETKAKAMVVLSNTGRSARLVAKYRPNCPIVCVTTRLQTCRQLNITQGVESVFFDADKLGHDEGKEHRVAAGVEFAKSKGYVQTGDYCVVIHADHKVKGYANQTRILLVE
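0.1 nM LmPK, 0.5 mM PEP, 0.1 mM ADP; 50 mM imidazole pH 7.2, 7 mM MgCl2, 50 mM KCl; 1 h RT. Kinase-Glo luminescence readout, normalized to no-enzyme (full inhibition) and uninhibited wells.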
Tb PYK inh = qHTS of Trypanosoma Brucei Inhibitors | pyruvate kinase (Trypanosoma brucei), Q57TT1 | TbPYK enzyme, Kinase-Glo Plus ATP luminescence, 45 min | Potency, µM (highest dose often 76.8 µM), without a hit: top-dose activity, negative = inhibition, hits mostly inhibitors | hit rate 0.12% among 410,000 | AID 624173, 2012; note: potency is the fitted concentration of half-maximal effect; % is set by controls: 0 for no effect and ±100 for the full control effect; nearly all actives have a fitted effect of over 50% in size
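ADP (130 uM final) triggers the TbPYK reaction after compound addition; incubation is 45 min at room temperature. Kinase-Glo Plus is then added and luminescence imaged. Normalized data are fitted to concentration-effect curves.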
Pf growth 48h = Primary qHTS for delayed death inhibitors of the malarial parasite plastid, 48 hour incubation | P. falciparum luciferase growth in erythrocytes, 48 h | Potency, µM (highest dose often 28.7 µM), without a hit: at the highest dose activity change, negative = inhibition, most hits filed as inhibitors | hit rate 5.9% among 310,000; note: potency is the fitted concentration of half-maximal effect; % is set by controls: 0 for no effect and ±100 for the full control effect
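Growth was read as firefly luciferase luminescence after a 48 h, 37 C, 5% CO2 exposure of compounds to reporter-bearing P. falciparum cultures (0.1% parasitemia, 2% hematocrit final) in Albumax-supplemented RPMI 1640.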
Pf growth 96h = Primary qHTS for delayed death inhibitors of the malarial parasite plastid, 96 hour incubation. P. falciparum luciferase reporter growth, 96 h. Potency, µM (titrated, usually from 28.7 µM), without a hit: at the top dose activity change, negative = inhibition, most hits filed as inhibitors. hit rate 6.9% among 320,000. AID 504834, 2011; note: potency is the fitted concentration of half-maximal effect; % is set by controls: 0 for no effect and ±100 for the full control effect
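Plates of compound plus infected erythrocytes (2% hematocrit, 0.05% parasitemia final) incubate 96 hours, 37 C, 5% CO2. Detection reagent added; reduced luminescence from the parasites' luciferase reporter flags inhibition.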
CHX counter = Cycloheximide Counterscreen for Small Molecule Inhibitors of Shiga Toxin; cell reporter, cycloheximide protein synthesis inhibition counterscreen; max response, %; hit rate 12% among 300,000; in the data active = max response mostly above about 13%, no sharp cut-off; inactive = mostly below about 14%; note: read at 38.3 µM for the half of the compounds with a filed dose; 0% is about no effect
Starred values were filed as active, the others as inactive; ? = inconclusive; . = not tested or not shown; & = joins results of further samples; [ ] = dose if it differs, or a comment. Unless noted, calls come from the whole dose curve; as a rule, active = well fitted curve in the direction sought with a large enough effect; inconclusive = small, poorly fitted or top-dose-only effect, or another doubt; inactive = no such curve, though single readings can be large; an effect the other way counts as inactive or inconclusive.

| item | canonical_smiles | AMA1-RON2 inh | Shiga toxin inh | LmPK inhibitor | Tb PYK inh | Pf growth 48h | Pf growth 96h | CHX counter |
| --- | --- | --- | --- | --- | --- | --- | --- | --- |
| 1 | CCOc1ccc(C2CC(=O)NC2=O)cc1 (centres undefined) | 18.2% | -3.4 | 0.4% | -4.8% | -14.1%[0.00184 µM] | 30.9%[activator] | -4.5 |
| 2 | O=c1[nH]c(CN2CCCC2)nc2sc3c(c12)CCC3 | 32.9%[activator] | 22.5 | 6.2% | 0.4% | -11.2% | -33.3%[5.75 µM] | -2.4 |
| 3 | Cc1nn(-c2ccccc2)c2sc(C(=O)N(CC(=O)NC3CCCC3)Cc3ccco3)cc12 | -5.7% | 14.0 | 8.9% | -1.3% | 11.7µM* | ? | 22.5 |
| 4 | COc1cccc(/C=C/C(=O)NCc2cn3cc(Cl)ccc3n2)c1 | -21.7% | 18.6 | 4.6% | 0.3% | 0.0% | 0.8% | 2.0 |
| 5 | CCN1C(=O)C(CC(=O)NC2CCCCC2)N(CC)C1=O (centres undefined) | -7.4% | -6.7 | -3.2% | 3.8% | 19.7% | 65.1%[activator] | 0.5 |
| 6 | CC1CCN(C(=O)COC(=O)C2CCN(S(=O)(=O)c3ccc4c(c3)OCCO4)CC2)CC1 | 11.3% | . | . | 3.3% | -16.0% | 7.4% | . |
| 7 | O=C(Cc1cccs1)N1CCN(c2cccc(Cl)c2)CC1 | 7.7% | 21.6 | 7.0% | 2.1% | 16.1% | 33.4%[activator] | -2.5 |
| 8 | COc1cc(C(c2c(C)[nH][nH]c2=O)c2c(C)[nH][nH]c2=O)ccc1OC(C)C | 20.3% | -10.8 | -4.1% | -10.9% | ? | 0.6% | 0.2 |
| 9 | C=CC[n+]1c(-c2ccc(OCC)cc2)csc1NNC(=O)Nc1ccccc1 | -29.4% | 2.0 | 5.8% | 1.6% | . | ? | 10.9 |
| 10 | S=C=Nc1cccc(C2(N3CCCCC3)CCCCC2)c1 | -5.2% | . | . | -8.5% | 2.62µM* | 1.65µM* | . |
| 11 | O=C(O)CCC(=O)NNc1ncnc2ccccc12 | -16.7% | 73.4* | 2.9% | -1.4% | 22.9% | 16.5% | 46.0* |
| 12 | COc1ccc(NC(=O)C2c3cc(OC)c(OC)cc3C(=O)N(C)C2c2cccnc2)cc1OC (centres undefined) | 4.9% | 7.9 | -4.4% | -6.1% | ? | 124.1%[activator] | 1.7 |
| 13 | S=C(NCC1CCCO1)Nc1cccc(Cl)c1 (centres undefined) | 15.2% | 15.1 | 0.2% | 0.3% | 7.2% | 11.9% | 4.3 |
| 14 | COc1ccc(OC)c(-c2nnc(SCC(=O)N3CCOCC3)o2)c1 | -2.0% | -10.5 | -0.3% | -4.5% | 13.3% | 10.2% | 2.4 |
| 15 | O=C(c1cc(Br)ccc1OC(F)F)N1CCN2CCCC2C1 (centres undefined) | -7.3% | . | . | 0.9% | ? | ? | . |
| 16 | CN(C)C1=NC(=O)/C(=C/c2ccc(-c3ccc(S(N)(=O)=O)cc3)o2)S1 | . | -7.1 | -7.6% | . | 7.2% | -11.8% | -4.2 |
| 17 | COc1ccc(OC)c2sc(NC(=O)C3CC3)nc12 | 8.6% | -16.0 | -1.3% | -14.6% | . | -23.6% | -5.2 |
| 18 | COc1ccccc1NC(=S)N(CCN1CCCCCC1)Cc1cccs1 | ? | -2.8 | -10.0% | -11.9% | 20.4% | 49.5%[activator] | -3.3 |
| 19 | Cc1nccn1CCCNC(=O)CC1C(=O)NCCN1Cc1ccccc1C(F)(F)F (centres undefined) | 48.9%[activator] | -4.0 | -0.6% | 1.5% | ? | 2.4% | -2.1 |
| 20 | CNC(=O)CN1C(=O)C2C3C=CC(C3)C2C1=O (centres undefined) | -6.4% | -7.0 | 1.5% | -1.9% | 14.3% | 37.7%[activator] | -1.8 |
| 21 | CCOP(=O)(c1ccccc1)C1(C#N)CCCC1 (centres undefined) | 18.1% | 17.5 | -1.7% | 15.6% | 7.0% | -1.4% | 1.6 |
| 22 | COc1cc(/C=N/Nc2ccc(C(F)(F)F)cn2)cc(OC)c1O | 2.9% | 22.5 | -0.4% | -2.3% | ? | ? | 7.4 |
| 23 | CCc1nc2ccccc2c(=O)n1-c1ccc2ccccc2c1 | -11.2% | -6.7 | 18.3% | -6.8% | . | ? | -3.7 |
| 24 | CC(=O)c1ccc(NC(=O)C2=CC(c3cccs3)=NS(=O)(=O)N2C)cc1 | -2.6% | -1.3 | -5.4% | -0.6%&1.4% | 16.9% | ? | 5.0 |
| 25 | CNC(=S)Nc1ccc2nc(C)oc2c1 | -4.0% | -25.1 | -3.7% | 1.3% | 12.0% | 39.5%[activator] | -2.1 |

Part of the list above, in transposed form.
(5) CCN1C(=O)C(CC(=O)NC2CCCCC2)N(CC)C1=O (centres undefined)
(6) CC1CCN(C(=O)COC(=O)C2CCN(S(=O)(=O)c3ccc4c(c3)OCCO4)CC2)CC1
(7) O=C(Cc1cccs1)N1CCN(c2cccc(Cl)c2)CC1
(8) COc1cc(C(c2c(C)[nH][nH]c2=O)c2c(C)[nH][nH]c2=O)ccc1OC(C)C
(9) C=CC[n+]1c(-c2ccc(OCC)cc2)csc1NNC(=O)Nc1ccccc1
(10) S=C=Nc1cccc(C2(N3CCCCC3)CCCCC2)c1
(11) O=C(O)CCC(=O)NNc1ncnc2ccccc12
(12) COc1ccc(NC(=O)C2c3cc(OC)c(OC)cc3C(=O)N(C)C2c2cccnc2)cc1OC (centres undefined)
(13) S=C(NCC1CCCO1)Nc1cccc(Cl)c1 (centres undefined)
(14) COc1ccc(OC)c(-c2nnc(SCC(=O)N3CCOCC3)o2)c1
entry no.,5,6,7,8,9,10,11,12,13,14
AMA1-RON2 inh,-7.4%,11.3%,7.7%,20.3%,-29.4%,-5.2%,-16.7%,4.9%,15.2%,-2.0%
Shiga toxin inh,-6.7,.,21.6,-10.8,2.0,.,73.4*,7.9,15.1,-10.5
LmPK inhibitor,-3.2%,.,7.0%,-4.1%,5.8%,.,2.9%,-4.4%,0.2%,-0.3%
Tb PYK inh,3.8%,3.3%,2.1%,-10.9%,1.6%,-8.5%,-1.4%,-6.1%,0.3%,-4.5%
Pf growth 48h,19.7%,-16.0%,16.1%,?,.,2.62µM*,22.9%,?,7.2%,13.3%
Pf growth 96h,65.1%[activator],7.4%,33.4%[activator],0.6%,?,1.65µM*,16.5%,124.1%[activator],11.9%,10.2%
CHX counter,0.5,.,-2.5,0.2,10.9,.,46.0*,1.7,4.3,2.4

(15) O=C(c1cc(Br)ccc1OC(F)F)N1CCN2CCCC2C1 (centres undefined)
(16) CN(C)C1=NC(=O)/C(=C/c2ccc(-c3ccc(S(N)(=O)=O)cc3)o2)S1
(17) COc1ccc(OC)c2sc(NC(=O)C3CC3)nc12
(18) COc1ccccc1NC(=S)N(CCN1CCCCCC1)Cc1cccs1
entry no.,15,16,17,18
AMA1-RON2 inh,-7.3%,.,8.6%,?
Shiga toxin inh,.,-7.1,-16.0,-2.8
LmPK inhibitor,.,-7.6%,-1.3%,-10.0%
Tb PYK inh,0.9%,.,-14.6%,-11.9%
Pf growth 48h,?,7.2%,.,20.4%
Pf growth 96h,?,-11.8%,-23.6%,49.5%[activator]
CHX counter,.,-4.2,-5.2,-3.3

3 structures already listed, arranged by number of heavy atoms, ascending:
| item | canonical_smiles | AMA1-RON2 inh | Shiga toxin inh | LmPK inhibitor | Tb PYK inh | Pf growth 48h | Pf growth 96h | CHX counter |
| --- | --- | --- | --- | --- | --- | --- | --- | --- |
| 25 | CNC(=S)Nc1ccc2nc(C)oc2c1 | -4.0% | -25.1 | -3.7% | 1.3% | 12.0% | 39.5%[activator] | -2.1 |
| 17 | COc1ccc(OC)c2sc(NC(=O)C3CC3)nc12 | 8.6% | -16.0 | -1.3% | -14.6% | . | -23.6% | -5.2 |
| 10 | S=C=Nc1cccc(C2(N3CCCCC3)CCCCC2)c1 | -5.2% | . | . | -8.5% | 2.62µM* | 1.65µM* | . |

New compounds follow
| item | canonical_smiles | AMA1-RON2 inh | Shiga toxin inh | LmPK inhibitor | Tb PYK inh | Pf growth 48h | Pf growth 96h | CHX counter |
| --- | --- | --- | --- | --- | --- | --- | --- | --- |
| 26 | CN(Cc1cn(C)nc1-c1cccc(Cl)c1)CC1CCCCO1 (centres undefined) | -12.6% | -19.1 | 8.0% | -3.2% | 5.7% | 10.4µM* | -1.7 |
| 27 | Cc1cccc2cc(C#N)c(NCCNS(=O)(=O)c3ccccc3)nc12 | 14.4% | -15.0 | -3.9% | 3.0% | 4.7% | ? | -3.1 |
| 28 | COC(=O)NCc1ccc(S(=O)(=O)N2CCOCC2)cc1 | 25.0% | 19.4 | -4.1% | -1.8% | 7.3% | ? | 0.8 |
| 29 | O=[N+]([O-])c1cc(S(=O)(=O)Nc2cccc(C(F)(F)F)c2)ccc1-n1nnc2ccccc21 | 2.9% | 33.2 | 11.1% | 1.5% | -5.5% | . | 2.2 |
| 30 | COC(=O)Nc1ccc(S(=O)(=O)Nc2ccc(O)cc2)cc1 | 11.2% | -4.1 | -1.0% | 6.8% | ? | 45.4%[activator] | -4.9 |
| 31 | CCOCCOC(=O)CCSc1n[nH]c(=O)[nH]c1=O | 0.8% | -18.6 | -2.8% | -3.4% | 13.6% | 10.4µM* | -2.3 |
| 32 | COCC(C)N=C1NN=C(c2cc(C)n(Cc3ccccc3Cl)c2C)CS1 (centres undefined) | 37.9%[activator] | 107.6* | -2.8% | -20.5% | 14.0% | -26.1% | 55.0* |
